phage Ecoli inh = growth loss of phage-infected E. coli, primary screen, RecBCD inhibitor project, absorbance, with phage, HTS. inhibition, % at 11.9 µM. hit rate 0.26% among 360,000; in the data active = inhibition above about 11%
Tat transport = E. coli Tat export inhibitors, primary screen, MC4100, TorA-mCherry reporter, fluorescence, single point | AID 488895, 2010 | hit rate 0.036% among 340,000 | inhibition, % at 10 µM;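 active = mean replicate inhibition at least 50% and at least half of replicates individually reaching 50%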;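 note: exported cargo escapes ClpAP degradation while cytoplasmic cargo is degraded and loses fluorescence; 0% = median of neutral control wells and 100% = median of NaSCN control wells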
HTR5A ag = HTR5A agonists in luminescence cell assay, primary screen, counter-screen for OPRM1-OPRD1 heterodimer agonist project, full-deck HTS | activation, % at 9.3 µM | hit rate 0.61% among 340,000 | cell-based; in the data active = activation mostly above about 9.5%, no sharp cut-off; inactive = mostly below about 7.6%;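 note: 0% = cells with vehicle only and 100% = reference agonist; strong numbers were not always called active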
Target sequence (P47898 whole entry, looked up): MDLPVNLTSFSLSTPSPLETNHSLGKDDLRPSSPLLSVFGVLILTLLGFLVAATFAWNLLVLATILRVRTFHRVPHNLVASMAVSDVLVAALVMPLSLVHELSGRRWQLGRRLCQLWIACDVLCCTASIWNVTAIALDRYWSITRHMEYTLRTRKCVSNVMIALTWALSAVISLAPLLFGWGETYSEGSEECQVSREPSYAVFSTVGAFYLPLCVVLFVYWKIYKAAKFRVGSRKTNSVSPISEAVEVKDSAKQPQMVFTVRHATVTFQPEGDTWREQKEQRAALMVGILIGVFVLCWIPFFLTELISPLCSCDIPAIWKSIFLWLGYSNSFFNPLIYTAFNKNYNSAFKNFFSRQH
Ecoli viability = E. coli V3065 growth inhibition, primary screen, counter-screen for AddAB inhibitor project, absorbance, OD600. 18 h. inhibition, % at 11.9 µM. hit rate 0.27% among 330,000;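 active = inhibition above the campaign's mean inhibition across all tested compounds plus 3 SD, cut at about 9.9% in these data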;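 note: uninfected addAB+ strain grown without phage in ampicillin broth; 0% = DMSO wells and 100% = ciprofloxacin 0.95 µg/ml wells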
HTR5A inv ctr = HTR5A inverse agonists in luminescence cell assay, primary screen, counter-screen for OPRM1-OPRD1 heterodimer inverse agonist project, full-deck HTS. HTR5A cell line, inverse agonism. inhibition, % at 9.3 µM. hit rate 0.083% among 340,000. AID 504634, 2011; in the data active = inhibition mostly above about 23%, no sharp cut-off; inactive = mostly below about 18%;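 note: 0% = cells with DMSO and 100% = no-cell wells with DMSO; some compounds called inactive have numbers as strong as hits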
DAGLB inh = DAGLB lipase inhibitors, primary screen, biochemical, fluorescence, HTS; HEK293T DAGLB membrane lysate, EnzChek fluorogenic substrate; inhibition, % at 5.17 µM; Diacylglycerol lipase-beta (Homo sapiens), Q8NCG7; hit rate 0.059% among 340,000; in the data active = inhibition above about 34%;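 note: 0% = enzyme with vehicle and 100% = wells lacking enzyme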
PKA-R1A act = activators of PKA-R1A holoenzyme, primary screen, biochemical, fluorescence polarization, Cy5-IP20, bovine R1A, mouse PKAc; cAMP-dependent protein kinase type I-alpha regulatory subunit (Bos taurus) + …; hit rate 0.083% among 340,000; PKA-R1A dissociation; scaled: DMSO 0%, 113 µM cGMP 100%; activation, % at 11.4 µM; AID 504707, 2011;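 active = percent activation above the mean of all tested compounds plus 3 SD, cut at about 19% in these data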;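 note: higher means more PKAc released from R1A so a rise in polarization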
CDK5 p35 inh = inhibitors of human CDK5/p35 kinase, primary screen, biochemical, single concentration | Cyclin-dependent kinase 5 (Homo sapiens) + Cyclin-dependent kinase 5 activator 1 (Homo … | Recombinant CDK5/p35, ADP-Glo luminescence, 60 min | inhibition, % at 10 µM | hit rate 0.01% among 330,000 | AID 488839, 2010;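 active = highest replicate inhibition of at least 50% and at least 75% of replicates reaching 50%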;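 note: plate controls were DMSO neutral control for no effect and GW8510 at 10 µM for full effect; many of its hits are not listed in these tables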
PKA-R2B act = activators of PKA-R2B holoenzyme, primary screen, biochemical, fluorescence polarization, Cy5-IP20, human | cAMP-dependent protein kinase catalytic subunit beta (Homo sapiens) + cAMP-dependent … | PKA-R2B holoenzyme dissociation; R2B truncated from residue 108, S112A mutant; 0% DMSO only, 100% 113 µM cGMP | activation, % at 11.4 µM | hit rate 0.079% among 340,000;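 active = activation above a cutoff set at the mean over all compounds plus 3 SD, cut at about 18% in these data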;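 note: higher means more holoenzyme dissociation and a rise in polarization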
Target sequence (P31323 whole entry, looked up, other chains not shown, the tested form may be a part): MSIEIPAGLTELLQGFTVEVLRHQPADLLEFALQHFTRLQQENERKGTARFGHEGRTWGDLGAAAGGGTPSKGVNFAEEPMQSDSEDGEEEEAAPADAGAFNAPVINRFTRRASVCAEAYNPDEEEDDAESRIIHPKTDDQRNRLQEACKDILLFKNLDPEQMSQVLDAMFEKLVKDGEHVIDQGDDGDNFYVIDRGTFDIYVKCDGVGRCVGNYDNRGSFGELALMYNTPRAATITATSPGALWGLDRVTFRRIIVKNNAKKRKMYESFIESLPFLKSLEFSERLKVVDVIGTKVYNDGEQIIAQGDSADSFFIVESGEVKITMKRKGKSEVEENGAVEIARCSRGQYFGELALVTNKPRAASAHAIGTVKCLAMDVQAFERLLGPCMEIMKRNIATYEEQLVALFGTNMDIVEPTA
AddAB inh = growth inhibition of E. coli expressing H. pylori AddAB, primary screen, AddAB inhibitor project, absorbance; inhibition, % at 11.9 µM; hit rate 0.29% among 330,000; in the data active = inhibition above about 12%;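 note: 0% = vehicle wells of infected cells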
SUMO Mot1 rescue = yeast Mot1-301 growth rescue at high temperature, primary screen, SUMOylation pathway inhibitor project, S. cerevisiae, ATP luminescence, 38.5C. S. cerevisiae Mot1-301 growth rescue; percent above DMSO median, 100 means doubled. growth rescue, % at 18.8 µM. hit rate 1% among 320,000;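 active = every valid replicate shows activation above 250% relative to neutral control wells; inactive = the rest, any valid replicate at or below 250%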;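 note: OY570 slx delta 5 strain wells were the positive control but not used for scaling; some compounds called inactive have numbers as strong as hits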
The depositor's hits bear a star; / = no result given.

(1) COc1ccc(Cl)cc1NC(=O)CCNS(=O)(=O)c1cccc2nonc12
(2) O=C(CCC1CCCC1)N1CCN(S(=O)(=O)c2ccc(Br)cc2)CC1
(3) CCCS(=O)(=O)Nc1c(C(=O)O)[nH]c2ccccc12
(4) Cc1ccc(C2CCN(C(=S)Nc3cccc(Cl)c3)C2)cc1 (stereo unspecified)
(5) Fc1ccc(CSc2ncnc3sc4c(c23)CCCC4)cc1
(6) COc1ccc(/C(O)=C2/C(=O)C(=O)N(Cc3cccnc3)C2c2ccco2)cc1OC (stereo unspecified)
(7) CCc1nc(SCC(=O)Nc2ccc(Br)cn2)n[nH]1
(8) Cc1cc(/C=N/NC(=O)C(O)(c2ccccc2)c2ccccc2)c(C)n1-c1ccccc1

assay / entry,1,2,3,4,5,6,7,8
phage Ecoli inh,-0.3,0.3,3.9,1.4,1.4,0.5,2.2,3.9
Tat transport,1,-4,6,10,4,-10,2,-1
HTR5A ag,-1,2,-1,2,0,0,4,-4
Ecoli viability,-3.3,1.9,-0.8,5.2,-0.7,-1.6,1.5,-0.4
HTR5A inv ctr,-4,1,-24,2,15,-17,-15,15
DAGLB inh,0,0,2,-6,-17,3,0,1
PKA-R1A act,-9,3,-9,-7,1,-3,-9,-15
CDK5 p35 inh,0.1,1.2,-2.6,-8.3,-0.2,0.2,4.4,2.6
PKA-R2B act,-12,-3,-1,-10,5,1,-11,-12
AddAB inh,0.2,0.3,3.5,1.3,-1.8,1.0,1.8,0.7
SUMO Mot1 rescue,-4,-8,0,-1,-12,/,6,-3

Next part (3 carried over from the part before).
(6) COc1ccc(/C(O)=C2/C(=O)C(=O)N(Cc3cccnc3)C2c2ccco2)cc1OC (stereo unspecified)
(7) CCc1nc(SCC(=O)Nc2ccc(Br)cn2)n[nH]1
(8) Cc1cc(/C=N/NC(=O)C(O)(c2ccccc2)c2ccccc2)c(C)n1-c1ccccc1
(9) N#C/C(=C\c1ccc(OCCN2CCOCC2)cc1)C(=O)Nc1ccc(S(N)(=O)=O)cc1
(10) CCOC(=O)c1c(N)sc2c1CCC(C)C2 (stereo unspecified)
(11) O=S(=O)(Cc1ccccc1)NCc1cccnc1
(12) Cc1ccc(CCC(=O)NCc2ccccc2)o1
(13) O=C(CS(=O)(=O)Cc1ccccc1)Nc1nc2ccccc2s1
(14) COc1ccc(S(=O)(=O)N2CCCC(C(=O)NCc3ccncc3)C2)cc1 (stereo unspecified)
(15) O=C1Nc2ccccc2/C1=N/N=C/c1ccc(-c2ccc([N+](=O)[O-])cc2)o1
(16) O=C(CCN1CCCCC1)NNC(=S)NC(=O)c1ccc(Br)cc1

assay / entry,6,7,8,9,10,11,12,13,14,15,16
phage Ecoli inh,0.5,2.2,3.9,-1.0,1.8,0.0,3.5,2.6,2.7,0.6,-3.5
Tat transport,-10,2,-1,-1,0,10,2,-5,-1,9,-1
HTR5A ag,0,4,-4,-1,3,-1,0,-1,-9,-3,-6
Ecoli viability,-1.6,1.5,-0.4,-1.2,-1.4,-0.9,1.1,0.2,1.6,/,-1.2
HTR5A inv ctr,-17,-15,15,-7,-1,-33,1,11,20,7,16
DAGLB inh,3,0,1,0,3,2,0,1,1,3,0
PKA-R1A act,-3,-9,-15,-11,-1,5,8,-16,-19,5,-8
CDK5 p35 inh,0.2,4.4,2.6,0.0,0.1,0.4,2.2,-1.4,-1.0,-1.7,-0.1
PKA-R2B act,1,-11,-12,-2,0,-5,10,2,-5,-12,-11
AddAB inh,1.0,1.8,0.7,0.4,4.2,0.9,-0.2,2.9,2.4,/,0.3
SUMO Mot1 rescue,/,6,-3,-7,19,-10,-3,-26,-13,/,9

(17) Cc1cc(C(=O)COC(=O)c2ccccc2O)c(C)n1Cc1cccs1
(18) O=C(c1ccc(S(=O)(=O)c2cccc(Cl)c2)c([N+](=O)[O-])c1)N1CCN(c2ccccn2)CC1
(19) CCn1c(SCC(=O)Nc2nc(-c3ccccc3)cs2)nc2c1c(=O)n(C)c(=O)n2C
(20) CCOc1ccccc1N(CC(=O)NC1CCCC1)C(=O)CCCC(=O)Nc1ccccn1
(21) N#CCCN(C(=O)COC(=O)C1CCN(S(=O)(=O)c2ccc3c(c2)OCCO3)CC1)c1ccccc1
(22) CCOC(=O)C1CCN(C(=O)c2cc(OCC)c(OCC)c(OCC)c2)CC1
(23) CCOC(=O)C1CCCN(C(=O)Nc2c(-c3ccccc3)noc2C)C1 (stereo unspecified)
(24) Cn1nc(C(F)(F)F)c(C#N)c1N1CCN(c2ccc(F)cc2)CC1

assay / entry,17,18,19,20,21,22,23,24
phage Ecoli inh,3.4,-2.2,3.2,4.6,3.0,0.0,2.6,4.0
Tat transport,-4,-24,-5,-2,1,-6,-1,13
HTR5A ag,1,1,2,-2,6,2,6,7
Ecoli viability,0.5,-0.2,-0.2,1.3,1.2,-0.5,1.5,1.8
HTR5A inv ctr,28,-9,12,-36,-19,-6,-5,-4
DAGLB inh,-9,-3,-1,1,-2,-1,-1,-1
PKA-R1A act,0,-13,1,2,-12,-1,4,-3
CDK5 p35 inh,0.6,-0.7,2.4,-1.5,-0.8,1.9,0.2,-1.1
PKA-R2B act,0,-10,-3,-7,-6,-10,-2,4
AddAB inh,-0.3,-0.2,2.2,3.3,0.2,2.1,3.1,0.3
SUMO Mot1 rescue,-12,-17,1,0,-8,104,10,-8

(25) Cc1ccc(SCC(=O)OC(C)C(=O)NC2(C#N)CCCCC2)cc1 (stereo unspecified)
(26) CNc1ccc(OC)cc1-n1cnc(-c2ccc([N+](=O)[O-])cc2)c1
(27) CN(C)S(=O)(=O)c1cccc(C(=O)OCC(=O)Nc2ccc3c(c2)OCCO3)c1
(28) CCCCCN(C(=O)CCC(=O)OCc1cccc(F)c1)c1c(N)n(CCCC)c(=O)[nH]c1=O
(29) COc1cc(/C=C/C(=O)OCC(=O)NCc2ccc3c(c2)OCO3)cc(OC)c1OC
(30) Cc1nnc(SCC(=O)N(CC(C)C)c2c(N)n(CC(C)C)c(=O)[nH]c2=O)n1-c1ccccc1
(31) N#CCC(=O)N/N=C/c1coc2ccccc2c1=O
(32) O=C(NCc1ccccn1)C1Nc2ccc(C(F)(F)F)cc2C2C=CCC12 (stereo unspecified)

assay / entry,25,26,27,28,29,30,31,32
phage Ecoli inh,-0.8,1.7,3.3,-0.2,4.1,3.4,2.1,0.8
Tat transport,-5,-4,-3,-1,-2,-17,2,-7
HTR5A ag,2,-3,-2,-5,-9,-1,2,-1
Ecoli viability,3.0,-0.8,0.7,-2.3,0.9,1.2,-1.6,-2.8
HTR5A inv ctr,-6,10,5,-11,22,25,32,-9
DAGLB inh,-4,1,-1,5,0,4,4,5
PKA-R1A act,-5,-4,-3,-3,-4,-1,-6,1
CDK5 p35 inh,1.9,-1.4,0.2,0.5,2.6,-2.7,2.2,-0.8
PKA-R2B act,-20,-3,-1,-12,15,2,1,0
AddAB inh,1.5,0.8,1.8,-2.9,-0.5,0.9,-3.8,0.8
SUMO Mot1 rescue,15,285,-5,-9,92,834,-8,562*

(33) CCCCCCC#Cc1ccc2c(c1)COc1c3ccccc3nn1-2
(34) COc1ccc(N2CC(C)Cn3c2nc2c3c(=O)n(Cc3ccccc3)c(=O)n2C)c(OC)c1 (stereo unspecified)
(35) C=CCOC(=O)C1=C(C)NC(C)=C(C(=O)OCC=C)C1/C=C/c1ccccc1
(36) N#Cc1cc(C(=O)c2ccccc2O)cn(-c2nccs2)c1=O
(37) COc1cc(/C=N/NC(=O)c2ccc(Cn3cc([N+](=O)[O-])cn3)o2)cc(Br)c1O
(38) CCOC(=O)c1c(CN2CCC(C)CC2)n(C)c2cc(Br)c(OC)cc12
(39) COCc1c(Br)c(C)nc(OCC(=O)N/N=C/c2cc(C)n(-c3ccc([N+](=O)[O-])cc3)c2C)c1C#N
(40) COC(=O)c1ccccc1Oc1cnc2ccccc2n1
(41) CC(C)(C)c1cc(Cc2ccccc2)[nH]n1
(42) CCCC(=O)N1CCN(c2ccc(NC(=S)NC(=O)c3cccc(C)c3)cc2)CC1

assay / entry,33,34,35,36,37,38,39,40,41,42
phage Ecoli inh,1.8,0.2,3.7,1.7,4.4,-0.8,3.9,0.1,0.3,0.9
Tat transport,-3,4,21,2,0,-5,5,-1,-2,9
HTR5A ag,1,-5,-4,3,3,7,-3,3,1,-1
Ecoli viability,-1.2,-1.1,-2.4,-2.8,0.0,-2.8,-0.4,3.8,-2.4,1.9
HTR5A inv ctr,-4,-40,11,-16,32,0,-2,-12,11,2
DAGLB inh,1,-1,-6,-35,0,-5,-1,-1,-1,1
PKA-R1A act,5,2,-7,1,14,-5,7,0,-4,-5
CDK5 p35 inh,0.0,-4.7,0.1,1.0,-0.4,1.4,1.3,1.7,0.2,-1.0
PKA-R2B act,1,2,-8,-18,-3,3,6,0,4,3
AddAB inh,3.9,-0.7,1.9,-1.6,0.7,-0.9,2.9,2.2,-3.3,5.2
SUMO Mot1 rescue,3,-1,11,21,223,-7,-5,-11,-1,179

Screens: PubChem BioAssay, several laboratories

Compounds were not picked by outcome. Share with any hit: about 2.3%.
